N-glyco inh: blocks N-linked glycosylation in D54 reporter cells; reporter increase, % at 12.5 µM; D54 ERlucT glycosylation luciferase reporter, 24 h; percent of 100 nM tunicamycin response; AID 588692; actives 0.23% (n = 360,000);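 active = mean luciferase reporter signal, scaled so untreated is 0 and the glycosylation-blocking control 100, at or above a set limit in every replicate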;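 also: luciferase carries N-glycosylation sites so blocking glycosylation raises the light; 0% = median of neutral control wells and 100% = median of 100 nM tunicamycin wells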
H9c2 protect: protects H9c2 cardiomyocytes from peroxide injury; protection from H2O2 cell death, % at 20 µM; actives 0.63% (n = 360,000); H2O2 injury protection, ATPLite, 2 h;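 active = compounds giving at least 50% protection of heart cells from peroxide-induced death in the single-dose screen, raw or plate-pattern-corrected value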;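 also: 0% = DMSO wells with peroxide and 100% = DMSO wells without peroxide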
MC4R antagonist: antagonists of human melanocortin 4 receptor (MC4R); P32245; MC4R-expressing cells, MTII-stimulated cAMP, LANCE TR-FRET; inhibition, % at 6.5 µM; actives 0.48% (n = 360,000); AID 540295;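 active = inhibition above its plate's cutoff, the mean of tested wells on that plate plus 3 SD, cut at about 29% in these data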;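 also: 0% = Melanotan II alone and 100% = Melanotan II plus saturating MCL0020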
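Material: human MC4R-expressing U2OS cells. Probe or stimulus: Melanotan II challenge. Dosing: 6.5 µM single dose. Times: 30-min compound, 1-h challenge, 1-h detection, room temperature. Technique: TR-FRET with Eu-cAMP and labeled anti-cAMP, 671 nm. Replication: singlicate.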
ABHD5 PLIN5 PPI: ABHD5-PLIN5 protein interaction inhibition; Split G. princeps luciferase complementation, luminescence, 4 h; inhibition, % at 4 µM; actives 0.78% (n = 360,000);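 active = inhibition above the mean inhibition across every tested compound plus 3 SD, cut at about 22% in these data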;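 also: 0% = DMSO only wells and the 100% control is not disclosed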
Target sequence (Q00G26 whole entry, looked up): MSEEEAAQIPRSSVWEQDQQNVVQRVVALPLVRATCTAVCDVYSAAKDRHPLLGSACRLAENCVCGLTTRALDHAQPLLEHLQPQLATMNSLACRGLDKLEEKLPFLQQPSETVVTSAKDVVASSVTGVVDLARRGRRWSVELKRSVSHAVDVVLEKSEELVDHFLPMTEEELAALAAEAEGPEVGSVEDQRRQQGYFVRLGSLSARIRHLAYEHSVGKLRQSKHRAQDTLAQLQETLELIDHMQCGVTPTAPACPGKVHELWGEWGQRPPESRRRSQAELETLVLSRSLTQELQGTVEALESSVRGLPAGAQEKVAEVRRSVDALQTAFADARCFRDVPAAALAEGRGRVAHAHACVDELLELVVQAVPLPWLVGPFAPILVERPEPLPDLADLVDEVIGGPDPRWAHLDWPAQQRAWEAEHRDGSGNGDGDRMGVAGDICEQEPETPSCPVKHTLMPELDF
Target sequence (Q8WTS1 whole entry, looked up): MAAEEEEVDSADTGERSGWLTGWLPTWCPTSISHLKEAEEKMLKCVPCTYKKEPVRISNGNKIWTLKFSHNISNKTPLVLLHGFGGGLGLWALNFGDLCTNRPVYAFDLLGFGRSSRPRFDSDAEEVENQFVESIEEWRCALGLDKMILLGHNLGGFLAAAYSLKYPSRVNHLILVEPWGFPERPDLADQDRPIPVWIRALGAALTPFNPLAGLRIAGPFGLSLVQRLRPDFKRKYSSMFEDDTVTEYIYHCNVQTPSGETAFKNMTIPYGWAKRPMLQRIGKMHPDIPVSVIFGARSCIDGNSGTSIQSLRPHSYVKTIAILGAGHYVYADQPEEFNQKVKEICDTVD
ABCB6 inh 2: inhibitors of human ABC transporter ABCB6; actives 0.19% (n = 360,000); Q9NP58; K562-ABCB6 porphyrin accumulation, flow cytometry, 1 h; hits give low values; AID 602162; fluorescence ratio to DMSO, % at 10 µM;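 active = fluorescence ratio to DMSO below 75%, the collection mean minus 3 SD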;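 also: signal is porphyrin accumulated inside mitochondria; 100% equals median channel fluorescence of DMSO control wells; lower ratio means ABCB6 inhibition with less porphyrin fluorescence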
NCOA2 inhibitor: inhibits human steroid receptor coactivator 2; actives 0.17% (n = 370,000); inhibition, % at 9 µM; AID 651957; Q15596; HEK293 GAL4-SRC2 luciferase reporter, luminescence;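 active = inhibition above the mean inhibition of all tested compounds plus 3 SD, set per campaign, cut at about 52% in these data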;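 also: 0% = DMSO treated cells and 100% = cells given Gossypol at 36 µM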
HTR2A ag: activates the mouse 5-HT2A serotonin receptor. P35363. CHO-K1 mHTR2A beta-arrestin complementation, luminescence; percent of 30 µM serotonin response. activation, % at 7.6 µM. actives 0.66% (n = 360,000). AID 624169;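 active = activation above a run cutoff, the mean activation of all tested compounds plus 3 SD, cut at about 14% in these data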;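 also: 0% = plate median of compound wells and 100% = 30 µM serotonin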
NOD2-RIPK2 inh: blocks binding of human NOD2 to RIPK2 | actives 0.38% (n = 360,000) | CHO BLA complementation NOD2-RIPK2, CCF4 ratio | AID 624267 | O43353 | inhibition, % at 4.98 µM; in the data active = inhibition above about 21%;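 also: 0% = vehicle only and 100% = reference blocker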
MC4R ag barr: activates human MC4R beta-arrestin recruitment; P32245; U2OS MC4R beta-arrestin complementation, luminescence; percent of melanotan II response, DMSO zero; activation, % at 8.9 µM; actives 0.98% (n = 360,000); AID 540308;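 active = activation above a per-plate cutoff, the mean activation of sample wells on that plate plus 3 SD, cut at about 8% in these data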
TLR9-MyD88 block: blocks human TLR9 binding to MyD88 | actives 0.21% (n = 340,000) | AID 504734 | inhibition, % at 4.98 µM | CHO BLA complementation TLR9-MyD88, CCF4 FRET ratio;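 active = inhibition above the mean over all tested compounds plus 3 SD, cut at about 21% in these data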;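 also: 0% = DMSO only wells and 100% = clavulanate BLA inhibitor control wells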
Active calls of the source: *; . = not tested or not shown.

SMILES	N-glyco inh	H9c2 protect	MC4R antagonist	ABHD5 PLIN5 PPI	ABCB6 inh 2	NCOA2 inhibitor	HTR2A ag	NOD2-RIPK2 inh	MC4R ag barr	TLR9-MyD88 block
CC(=O)Oc1c(C)c(OC(C)=O)c2c(c1C(C)=O)OC1CC(=O)C(C(C)=O)=C(O)C21C (centres undefined)	0	8	-1	2	93	9	4	-1	0.2	1
Cc1ccccc1NC(=S)NNC(=O)c1cccc(Br)c1	0	-15	5	3	108	-1	-2	1	-3.7	2
COc1ccc(C2=C(C=O)Cc3ccccc3O2)cc1	-6	3	15	-7	101	-7	0	2	0.7	-6
COc1cc([N+](=O)[O-])ccc1NC(=O)CCS(=O)(=O)c1ccc2c(c1)n(C)c(=O)c(=O)n2C	-4	5	9	-1	98	-6	3	-12	-3.5	-9
c1ccc(Cn2c(CSc3nnnn3-c3ccccc3)nc3ccccc32)cc1	-4	-10	-1	10	100	-13	3	3	-0.2	-1
CCCN1CCN(C(=O)C2CCN(S(=O)(=O)c3ccc4c(c3)NC(=O)C(C)S4)CC2)CC1 (centres undefined)	-1	2	1	-3	120	-11	0	1	-2.6	-4
NC(=O)C1CCN(c2ccc3c(c2)S(=O)(=O)c2ccccc2C3=O)CC1	-1	9	-6	-5	98	-13	-3	1	-2.3	23*
CCOc1cc(/C=C2/C(=N)N3OC(C)=CC3=NC2=O)ccc1OCCOc1ccccc1	2	-10	-2	-4	97	-7	-2	-1	14*	-17
OCCCc1nc2n(n1)C(c1ccccc1)C=C(c1ccccc1)N2 (centres undefined)	3	6	-2	7	102	.	14	64*	-0.6	40*
CC(=O)c1c(N2CCCC2)nc(=S)n(-c2ccccc2)c1C	0	-5	6	-9	101	-19	-4	7	-0.7	1
COC(=O)C1N[C@@H]([C@@H](NC(=O)COc2ccccc2)C(=O)NC2CC2)SC1(C)C (some centres undefined)	-1	-3	7	-5	98	7	-3	-4	-1.6	4
COc1ccc2cc(/C=N/NC(=O)c3c(Cl)cnn3C)c(Cl)nc2c1	1	11	10	0	93	9	5	-13	-1.4	-6
O=C1N/C(=C/c2ccsc2)C(=O)N1c1ccccc1	2	-1	-4	-7	104	-23	-1	0	0.6	-4
CCOC(=O)CSc1ncnc2c(C(=O)OCC)c3n(c12)CCC3	0	2	27	4	103	-3	-3	-9	0.2	-2
COc1ccc(/C=C/C(=O)OCC(=O)NC(=O)NC(C)(C)C)cc1	2	-15	-2	2	98	8	-1	-2	-4.0	-8

Taken from above.
MC4R ag barr with OCCCc1nc2n(n1)C(c1ccccc1)C=C(c1ccccc1)N2 (centres undefined) = -0.6
H9c2 protect with O=C1N/C(=C/c2ccsc2)C(=O)N1c1ccccc1 = -1

(list continues)
SMILES	N-glyco inh	H9c2 protect	MC4R antagonist	ABHD5 PLIN5 PPI	ABCB6 inh 2	NCOA2 inhibitor	HTR2A ag	NOD2-RIPK2 inh	MC4R ag barr	TLR9-MyD88 block
CCC1(C2C=COC=C2)NC(=O)NC1=O (centres undefined)	1	8	.	9	99	4	5	-2	.	.
CCOC(=O)N1CCN(C(=O)CCc2c(C)nc3c(c(C)nn3-c3ccc(C)c(C)c3)c2C)CC1	2	8	8	-8	97	-22	1	-2	0.2	7
COc1ccccc1NC(=O)CSc1n[nH]c(Cc2ccccc2)n1	1	-2	-1	-6	105	-16	-10	-14	-1.3	-7
COc1cc(C2NC(=O)c3ccccc3O2)cc(OC)c1OC (centres undefined)	1	-3	5	1	97	-11	3	1	0.2	-3
Cc1ccnc(NS(=O)(=O)c2ccc(NC(=O)c3ccc([N+](=O)[O-])s3)cc2)n1	-1	-19	5	-5	94	7	-1	-6	-1.1	-7
Cc1cc(C(=O)NNC(=S)NCc2ccccc2)cs1	4	-4	20	-6	101	-4	-1	-13	1.4	-7
CCCCn1c(N)c(N(CCOC)C(=O)c2ccc(-n3c(C)ccc3C)cc2)c(=O)[nH]c1=O	5	0	10	1	102	13	5	14	-1.2	2
COc1ccc(N2CCN(CCCNC(=O)C3CCCN(S(=O)(=O)c4c(C)n[nH]c4C)C3)CC2)cc1 (centres undefined)	-1	1	14	-4	99	-4	-7	4	-1.7	-12
COc1cccc(-c2cc(C(F)(F)F)nc(N3CCOCC3)n2)c1	-1	-14	13	-1	98	-4	7	0	2.1	1
O=C(CCc1nc2ccccc2c(=O)[nH]1)N1CCN(c2ccc(F)cc2)CC1	0	72*	8	3	98	19	0	5	0.5	-1
O=S(=O)(Nc1ncccn1)c1ccc(NS(=O)(=O)c2cc(Cl)ccc2Cl)cc1	3	-1	23	2	101	-4	2	-8	-1.9	-1
CSCCC1NC(=O)C(C(C)=Nc2ccccc2)=C1O (centres undefined)	1	3	2	-10	109	-20	0	-14	0.7	1
Cc1ccc(NC(=S)NC(=O)C2CC2)cc1Cl	-3	-6	8	-2	102	-62	1	11	0.9	9
O=C(CSc1ccccc1)Nc1ccc(Cl)c(S(=O)(=O)N2CCOCC2)c1	-3	8	7	0	100	18	2	4	-0.5	1
O=C(NCCCN1CCN(c2cccc(Cl)c2)CC1)c1cccc(N2CCCC2=O)c1	-3	4	2	4	100	7	17*	-5	-0.7	3
CCOC(=O)CSc1nc2ccccc2n1C(=O)OCC	1	-3	14	4	101	-13	-2	-2	0.6	-21
Cn1c(=O)c2cc(NC(=S)NC3CCCCC3)ccc2n1-c1ccccc1	1	-3	0	-7	95	10	-7	-13	-1.6	.
COc1ccc2[nH]c(=O)c(CN(CCO)S(=O)(=O)c3ccc4c(c3)OCCO4)cc2c1	2	6	-1	3	90	12	9	-10	-2.2	2
CC(C)[C@H](NC(=O)NCCC1=CCCCC1)C(=O)O	0	2	14	4	98	-45	-1	-10	2.3	-7
C/C(Cc1ccccc1)=N\NC(=O)CNC(=O)Cc1ccccc1	0	5	0	1	104	-18	2	-1	-1.9	0
O=C1CN(C(=O)c2c(F)cccc2F)C(c2ccc(F)cc2)c2cc(F)ccc2N1 (centres undefined)	-1	11	8	1	101	-16	2	-12	0.6	-4
Cn1ccnc1SCC(=O)N(C1CCCCC1)C1CCCCC1	2	8	10	3	97	-2	7	5	-1.7	0
O=[N+]([O-])c1ccc(N2CCN(C(=S)NCc3ccc(Cl)cc3)CC2)cc1	-5	-11	15	-2	98	24	-7	-5	-3.8	3
CC(=O)c1ccc(Nc2nc(C(N)CC(C)C)cs2)cc1 (centres undefined)	-2	-9	6	-7	101	25	3	-12	-1.1	.
COc1ccc(OC)c(NC(=O)Nc2nnc([C@@H]3O[C@H](CO)[C@@H](O)[C@H]3O)s2)c1	2	11	-3	-2	89	5	-1	-4	-1.0	.
CC(=O)NCCC(=O)NCc1ccc(F)cc1	0	-6	2	15	93	-7	-1	0	-0.6	14
COc1ccc(S(=O)(=O)Nc2ccc3c(c2)C(=O)N([C@H](C)CO)C[C@H](C)[C@@H](CN(C)C(=O)Nc2c(C)noc2C)OCCCC[C@H](C)O3)cc1	2	0	5	1	95	-12	-2	-7	0.6	-3
CCCCCCNC(=O)C(C(=O)OCC)C1CCCCC1 (centres undefined)	1	14	11	-5	96	-24	-2	-2	-1.3	9
CC(=O)Nc1ccc(S(=O)(=O)NCc2ccc(C(=O)NCCN3CCCCCC3)cc2)cc1	3	-9	1	4	93	26	-5	-7	-1.3	-7
COc1ccc2c(c1)c(C(C)=O)c(C)n2C	-2	3	-6	-5	95	-30	-5	0	-0.1	1
CCc1nc2ccc(C(=O)NCCCn3ccnc3)cn2c1N(CC)CCN(C)C	3	-1	-4	1	91	-2	-2	4	-0.4	.
Cc1nc2sc(C(c3cccs3)N3CCC(C(N)=O)CC3)c(O)n2n1 (centres undefined)	3	0	13	2	99	-16	4	1	-1.2	12
COc1cc(COCC(O)CN2CCN(Cc3ccccc3)CC2)cc(OC)c1OC (centres undefined)	-2	-4	0	-9	99	5	2	-5	-1.2	6
COc1ccc(OC)c2c(C)cc(C)nc12	1	0	2	4	100	-8	0	-4	-0.7	9
CC(=O)OCn1ncc(N2CCOCC2)c(Br)c1=O	5	7	17	-2	98	-14	1	8	-1.0	-12
Cc1ccc(-c2nc(CS(=O)CC(=O)NC3CCCCC3)c(C)o2)cc1 (centres undefined)	3	-2	19	-4	105	-24	-3	-11	-1.3	-6
COc1cc(NC(=O)C2C3C=CC(C3)C2C(=O)O)ccc1NC(=O)c1ccccc1 (centres undefined)	-1	1	10	7	100	-1	-1	-4	-2.5	4
O=C(N[C@@H](Cc1ccccc1)C(=O)O)c1cccnc1	2	2	5	3	101	-19	-2	-4	-0.4	-12
CCOC(=O)C(C)Oc1ccc(OCc2ccccc2)cc1 (centres undefined)	1	-11	8	3	96	-3	5	-10	2.4	10
CC(C)c1ccc(/C=C/C(=O)Nc2ccc(CN3CCOCC3)cc2)cc1	-1	2	22	8	99	8	0	-14	2.2	.
CC1CCN(CC(O)COC2CCC(C(C)(C)C)CC2)CC1 (centres undefined)	0	9	5	6	91	-2	-4	-7	0.1	-3
Cc1nc2ccc(Nc3nc4cc(S(=O)(=O)N5CCOCC5)ccc4o3)cc2s1	-1	-2	-2	2	113	-28	3	5	0.2	7
Cc1cc(NC(=O)c2ccc3c(c2)C(=O)N(c2cccc(C)c2C)C3=O)no1	2	9	5	7	100	-40	-1	-7	-1.7	-6
O=C(Nc1ccccc1-c1ccccc1)C1CCC1	-2	-3	-2	1	118	-22	0	-13	-0.3	-2
CCCCCCN1C[C@H](n2cc(-c3ccc(F)cc3)nn2)[C@@H](O)C[C@@H]1c1ccc(C)cc1	-9	-42	-4	5	95	8	0	-9	-0.5	-4
CCCOc1ccc(CNC(=O)Cn2c(=O)oc3ccccc32)cc1	0	-16	2	-3	94	-18	5	-15	0.7	-4
O=C(c1ccccc1F)N1CCN(c2cccc(C(F)(F)F)c2)CC1	-1	-4	1	8	97	18	-8	0	1.4	6
CCCCC(CCC(=O)O)(C(=O)OCC)c1csc(Nc2ccccc2)n1 (centres undefined)	1	9	4	1	101	.	10	2	-0.2	-8
CC(=O)Nc1ccc(N=C(C2=C(O)c3ccccc3C2=O)c2ccccc2)cc1	15	11	6	-2	102	-37	3	-14	-1.5	-6
COc1ccc(OC)c(C2=NS(=O)(=O)N(C)C(C(=O)N3CCC4(CC3)OCCO4)=C2)c1	2	0	22	-1	98	-33	-4	5	-2.2	0
CN(C)C(=O)c1ccc(-c2cc3onc(-c4ccccc4)c3c(=O)n2C)cc1	-6	-16	12	0	103	-4	2	5	-0.3	-10

Rewritten in markdown: entries from further up.
| structure | N-glyco inh | H9c2 protect | MC4R antagonist | ABHD5 PLIN5 PPI | ABCB6 inh 2 | NCOA2 inhibitor | HTR2A ag | NOD2-RIPK2 inh | MC4R ag barr | TLR9-MyD88 block |
| --- | --- | --- | --- | --- | --- | --- | --- | --- | --- | --- |
| O=C(c1ccccc1F)N1CCN(c2cccc(C(F)(F)F)c2)CC1 | -1 | -4 | 1 | 8 | 97 | 18 | -8 | 0 | 1.4 | 6 |
| CN(C)C(=O)c1ccc(-c2cc3onc(-c4ccccc4)c3c(=O)n2C)cc1 | -6 | -16 | 12 | 0 | 103 | -4 | 2 | 5 | -0.3 | -10 |

Not all compounds are listed. The share of hits here may be higher or lower than overall.
